EPAC1 antagonist: antagonists of human EPAC1; EPAC1 GEF assay, Rap1b-BODIPY-GDP exchange fluorescence; Potency, µM (series often up to 115 µM), for inactives: top-dose activity change, negative = inhibition, usual class: inhibitors; hit rate 0.14% among 360,000; AID 720709;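 also: potency is read from the fitted curve at half-maximal effect; plate controls were vehicle for no effect and positive control for full effect; nearly all actives have a fitted effect of over 50% in size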
PTHR1 ag: activates the human parathyroid hormone receptor PTHR1 | Q03431 | HEK293 GP2 PTHR1 cells, GloSensor cAMP luminescence, 1 h | Potency, µM (highest dose often 115 µM), inactives show top-dose activation, most hits filed as activators | hit rate 0.075% among 410,000 | AID 743266; also: potency is read from the fitted curve at half-maximal effect; nearly all actives have a fitted effect of over 55% in size; some results filed as inactive show a strong effect at the top dose; inactives centre near -15; many of its hits are not listed in these tables
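HEK-293-derived GP2 cells expressing PTHR1 and a GloSensor cAMP reporter, 3,000/well, plated overnight, given luciferin plus IBMX (each 0.5 mM as added) for 1 h at 37 °C, then compound for 1 h at 37 °C. Luminescence was read after 15 min at room temperature.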
EPAC1 agonist: agonists of human EPAC1; hit rate 0.073% among 360,000; O95398; Potency, µM (doses to about 154 µM), inactives show at the top dose activation, usual class: activators; EPAC1 agonist qHTS, biochemical assay; response scale: 100% = response to 6.5 mM cAMP; also: potency is read from the fitted curve at half-maximal effect; nearly all actives have a fitted effect of over 60% in size
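Read-out is the fluorescence drop as BODIPY-GDP leaves Rap1B (480 nm excitation, 540 nm emission), recorded every 5 minutes over 30 minutes. Reactions held 100 nM EPAC1, 250 nM Rap1B–BODIPY-GDP and 50 uM GDP, with 6.5 mM cAMP setting full activation.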
GLP1R cytotox: cytotoxic in the GLP-1 receptor inverse agonist counter-screen; hit rate 0.13% among 410,000; AID 624418; HEK293 cAMP-luciferase reporter cells, luminescence, 24 h; Potency, µM (series often up to 38.3 µM), for the others: at the top dose activity change, negative = inhibition, hits mostly inhibitors;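 also: loss of luciferase light is scored as toxicity; potency is read from the fitted curve at half-maximal effect; % is scaled to controls: 0 for no effect and ±100 for the full control effect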
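Here, cytotoxicity is scored as loss of luminescence. The MLSMR collection was tested on cells seeded in medium containing 10% Nu serum, with a 24 hr compound exposure preceded by 12 hours of culture.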
GLP-1R inv ag: inverse agonists of human GLP-1 receptor; HEK293 GLP-1R CRE-luciferase, luminescence, 24 h; GLP-1R form is constitutively active; Potency, µM (top dose mostly 38.3 µM), without a hit: at the highest dose activity change, negative = inhibition, hits mostly inhibitors; hit rate 1.6% among 410,000; also: potency is read from the fitted curve at half-maximal effect; % is scaled to controls: 0 for no effect and ±100 for the full control effect; nearly all actives have a fitted effect of over 55% in size
Target sequence (P43220 whole entry, looked up): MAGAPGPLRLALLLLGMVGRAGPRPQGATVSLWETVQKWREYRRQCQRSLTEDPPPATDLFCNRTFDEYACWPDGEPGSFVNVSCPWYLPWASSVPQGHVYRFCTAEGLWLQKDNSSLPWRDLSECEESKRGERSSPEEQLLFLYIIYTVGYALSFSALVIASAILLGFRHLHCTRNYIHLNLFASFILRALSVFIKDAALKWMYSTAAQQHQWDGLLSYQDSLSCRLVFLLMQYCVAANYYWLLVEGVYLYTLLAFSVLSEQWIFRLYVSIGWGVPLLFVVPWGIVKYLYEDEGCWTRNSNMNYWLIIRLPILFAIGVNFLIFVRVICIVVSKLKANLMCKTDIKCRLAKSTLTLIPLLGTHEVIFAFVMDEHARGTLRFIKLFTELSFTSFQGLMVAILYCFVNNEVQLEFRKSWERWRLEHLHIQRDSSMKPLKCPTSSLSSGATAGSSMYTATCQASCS
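Readout was luciferase luminescence, measured 12 min after detection reagent at room temperature. Beforehand, GLP-1R reporter HEK293 cells had sat 12 h, then received compounds for 24 hr at 37 deg C.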
GLP1R ag: GLP-1 receptor (human) agonism; HEK293 GLP-1R CRE-luciferase, luminescence, 4-6 h; cells express a hypersensitive GLP-1R form; Potency, µM (series often up to 45.6 µM), for inactives: at the top dose activation, actives largely listed as activators; hit rate 0.007% among 380,000; AID 624172; also: potency is read from the fitted curve at half-maximal effect; % of control where 0% means no effect
PLK1 PBD inh: PLK1 (human) polo-box domain binding inhibition | Plk1 PBD binding of FITC phosphopeptide, fluorescence polarization | hit rate 2.8% among 360,000 | Potency, µM, without a hit: max response, negative = inhibition, actives largely listed as inhibitors | P53350; also: potency is read from the fitted curve at half-maximal effect; series mostly up to about 57 µM; % is scaled to controls: 0 for no effect and ±100 for the full control effect; nearly all actives have a fitted effect of over 65% in size
Target sequence (P53350 whole entry, looked up, the tested form may be a part): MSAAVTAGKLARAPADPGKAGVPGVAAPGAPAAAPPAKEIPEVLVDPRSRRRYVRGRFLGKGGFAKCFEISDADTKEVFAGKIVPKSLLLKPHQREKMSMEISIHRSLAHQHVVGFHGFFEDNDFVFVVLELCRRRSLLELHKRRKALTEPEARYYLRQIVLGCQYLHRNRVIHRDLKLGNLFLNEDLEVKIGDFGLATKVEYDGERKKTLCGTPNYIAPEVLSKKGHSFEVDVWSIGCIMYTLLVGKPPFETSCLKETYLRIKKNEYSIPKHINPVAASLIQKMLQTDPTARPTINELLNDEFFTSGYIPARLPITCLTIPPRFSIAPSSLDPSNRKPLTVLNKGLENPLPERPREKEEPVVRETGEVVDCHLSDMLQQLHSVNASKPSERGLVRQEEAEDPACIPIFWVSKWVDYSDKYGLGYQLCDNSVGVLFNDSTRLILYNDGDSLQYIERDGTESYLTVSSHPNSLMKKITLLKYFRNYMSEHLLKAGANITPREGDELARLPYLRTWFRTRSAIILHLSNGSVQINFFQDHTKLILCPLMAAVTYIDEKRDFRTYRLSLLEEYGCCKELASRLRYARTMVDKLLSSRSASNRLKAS
IL2 activator: IL-2 activation. IL-2 activation reporter assay, cell-based qHTS; stimulated with anti-CD3/CD4/CD28 beads; in transgenic mouse T cells. activation, % (series mostly up to about 46 µM). hit rate 0.065% among 360,000; in the data active = activation above about 50%; inconclusive = mostly about 30% to 49%; also: 0% is about no effect
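Screening format: compound pinned onto unstimulated transgenic mouse T cells, 60 min incubation, then anti-CD3/anti-CD4/anti-CD28 bead stimulation for 18 hours at 37 degrees C, followed by EGFP and DsRed detection.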
PI5P4K alpha inh: PI5P4K alpha (human) kinase inhibition; P48426; PI5P4Kalpha enzyme, ADP-Glo luminescence, 60 min; active compounds read low; max response, %; hit rate 1.2% among 330,000; active = max response of -50% or lower; inconclusive = between -30% and -50%; inactive = -30% or higher; also: value at the top dose of about 77 µM; % is scaled to controls: 0 for no effect and ±100 for the full control effect
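Luminescence from ADP-Glo served as readout of PI5P4Kalpha activity in a qHTS format. Reaction: enzyme, substrate, compound, ATP at 5 microM final, 60 min at RT.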
* hit, by the source's call; i = inactive; ? = inconclusive; nt = no result given; & = joins results of further samples; [ ] = remark or other dose. Unless noted, calls follow the shape of the dose curve; as a rule, active = well fitted curve in the direction sought with a large enough effect; inconclusive = small, poorly fitted or top-dose-only effect, or another doubt; inactive = no such curve, though single readings can be large; an effect the other way counts as inactive or inconclusive. An excerpt (hit frequency here may not be typical).

SMILES	EPAC1 antagonist	PTHR1 ag	EPAC1 agonist	GLP1R cytotox	GLP-1R inv ag	GLP1R ag	PLK1 PBD inh	IL2 activator	PI5P4K alpha inh
Cc1nc(S(=O)(=O)c2cccc(Cl)c2)nc2c1CCC2	4%	-6%	-4%	-1%	17%	-3%	-3%	-0.2	-1
O=S(=O)(Nc1ccc(-c2nc3cccnc3s2)cc1)c1ccccc1F	-10%	-15%	0%	119%[activator]	165%[activator]	29%	-2%	-1.9	-29
CCn1c2ccc(/C(C)=N\O)cc2c2cc(/C(C)=N\O)ccc21	-22%	i	-6%	-2%	14%	27%	?	-0.1	5
Cc1cccc(Cn2cnc3c(sc4nc(C)cc(C)c43)c2=O)c1	13%	-12%	5%	-6%	24%	5%	7%	-0.3	3
Cc1cc(C)c(NC(=S)NCC2CCN(C(C)c3ccccc3)C2)c(C)c1 (stereo not given)	-3%	i	10%	-29%	?	7%	2.7µM*	0.1	-10
CC(NS(=O)(=O)c1ccc([N+](=O)[O-])cc1)C(=O)NN (stereo not given)	-27%	i	7%	-18%	-11%	7%	-15%	-1.1	-4
Cc1ccc2nc(SCc3ccc([N+](=O)[O-])cc3)[nH]c2c1	5%	-32%[inhibitor][57.5 µM]	-1%	-18%	0%	5%	-3%	-2.7	nt
CCN1CCN(C(=O)c2cc3nc(-c4ccccc4)cc(C(F)(F)F)n3n2)CC1	-1%	i	-6%	8%	-8%	4%	-5%	1.0	nt
Cc1ccc(S(=O)(=O)C(C#N)c2nc3ccccc3nc2N2CCN(C)CC2)cc1 (stereo not given)	10%	i	-3%	165%[activator]	?	-1%	-4%	0.6	10
CC1CC(C)CN(C(=O)CSc2nnc3ccccn23)C1 (stereo not given)	-10%	i	0%	11%	1%	-4%	-12%	-3.6	0
CCOC(=O)c1ccc(N2C(=O)c3n[nH]c(C)c3C2c2ccc(CC)cc2)cc1 (stereo not given)	nt	-12%	nt	-4%	8%	0%	nt	nt	nt
Cc1onc(-c2c(F)cccc2Cl)c1C(=O)N1CCN(c2ncc(Br)cn2)CC1	-13%	-76%[inhibitor]	10%	0%	?	5%	-10%	1.7	-1
CCOC(=O)Cn1cnc2c(cnn2-c2ccccc2)c1=O	-25%	-23%	7%	-7%	-1%	4%	-6%	0.8	1
CCOC(=O)c1nnn(CC(=O)N2N=C(c3ccc(Cl)cc3)CC2c2ccc(OC)cc2)c1C(=O)OCC (stereo not given)	8%	i	14%	-17%	-20%	0%	-25%	-0.9	1
Cc1ccc2cc(C=O)c(N3CCOCC3)nc2c1C	-14%	i	-1%	15%	6%	4%	-9%	0.0	-7
NC(=O)COc1ccc(C(=O)NCC2(N3CCOCC3)CCCCC2)cc1	5%	i	-10%	-27%	1%	-3%	-3%	-0.7	-9
Cc1cc(-c2nc3cccnc3s2)ccc1NS(=O)(=O)c1ccc2c(c1)OCCO2	-7%	-31%[inhibitor]	-1%	279%[activator]	1%	6%	-18%	-1.8	7
Cc1c(Cl)c([N+](=O)[O-])nn1CCCC(=O)NC(C)c1ccccc1 (stereo not given)	-21%	-4%	9%	-7%	-3%	-1%	-16%	1.0	3
Oc1cccc(-c2nc3ccccc3s2)c1	-11%	-10%	3%	-4%	?	-34%[inhibitor]	-18%	-0.3	-10
CC(C)[C@H](NC(=O)c1ccccc1F)C(=O)NCCc1ccccc1	-20%	-16%	-5%	-11%	10%	17%	-7%	0.4	12
Clc1ccc2[nH]c3c(NCCN4CCOCC4)ncnc3c2c1	-6%	i	-7%	25%	2%	7%	-15%	-3.3	3
CN(C)c1ccc(C(=O)/C=C/c2ccco2)cc1	-11%	-29%	-2%	0%	1%	0%	-15%	-0.4	?
Cc1nn(-c2ccccc2)c2sc(C(=O)O)cc12	0%	-25%[57.5 µM]	8%	-5%	3%	-2%	-13%	-2.9	-4
CCN(CC)c1nc(C(N)=O)cc(-c2ccccc2)n1	-4%	i	7%	-1%	?	18%	1%	-0.9	0
COc1cc(OC)cc(-c2nnc(Nc3nc4c(F)cccc4s3)o2)c1	8%	-3%[57.5 µM]	0%	-4%	-16%	-6%	?	-2.2	nt
FC(F)(F)c1cc(-c2cccs2)nc2nc(N3CCOCC3)sc12	-9%	i	3%	8%	6%	-1%	-6%	2.6	0
COc1ccc(NC(=O)CNC(=O)c2cccs2)cc1Cl	3%	-3%	15%	-9%	39%[activator]	8%	-4%	-0.3	1
CCN(c1ccc(NC(=O)COC(=O)C2CCN(c3ccc(C(F)(F)F)cn3)CC2)cc1)C(C)C	?	i	-16%	-9%	-23%	6%	-7%	-0.5	0
O=C1c2ccccc2S(=O)(=O)N1CCOc1ccccc1	-7%	i	6%	-2%	2%	3%	0%	-3.7	nt
O=C(NCCCN1C(=O)c2ccccc2C1=O)OCc1ccccc1	1%	-15%	-3%	-1%	-1%	0%	-4%	0.3	-6
CC(=O)N(c1ccc2oc(=O)sc2c1)S(=O)(=O)c1ccc(C(=O)O)cc1	-1%	-6%	4%	-4%	-1%	-2%	?	-0.1	?
Cc1ccc2nc(-c3cccc(NC(=O)c4ccc5c(c4)OCCO5)c3)oc2c1	6%	-5%[57.5 µM]	-10%	?	0%	0%	-2%	-3.1	0
CC(C)OCCCn1c(SCC(N)=O)nc2c(sc3ccccc32)c1=O	nt	-20%	nt	-20%	-2%	3%	nt	nt	nt
O=C1c2ccccc2NC(c2ccccc2Br)N1CCCN1CCOCC1 (stereo not given)	-1%	i	-4%	1%	-6%	-16%	1%	1.3	1
O=C(Cc1ccc(Cl)cc1)NCC(=O)N1CCCCC1	-6%	i	3%	-7%	2%	3%	-12%	-2.9	-7
Cc1ccc(O)c(-c2cc(-c3cccc(F)c3)n[nH]2)c1	-7%	-14%	16%	-25%	0%	2%	1%	-3.2	14
O=C(Cc1c(F)cccc1Cl)NCCCn1ccnc1	-2%	-19%[57.5 µM]	11%	-19%	7%	-3%	-12%	1.5	nt
Cc1cccc(C)c1NC(=O)C1(C)CCC(=O)N1CCOc1ccccc1 (stereo not given)	3%	i	1%	4%	-4%	9%	5%	-0.4	1
CCOC(=O)Cc1csc(NC(=O)COc2ccccc2)n1	20%	i	0%	3%	0%	7%	-12%	-1.7	nt
COc1ccc(S(=O)(=O)N2CCN(Cc3cc(=O)n4ccccc4n3)CC2)cc1	-19%	-21%	-7%	-1%	-8%	-4%	-2%	0.0	-2
COc1ccc(-c2cn3c(C)c(C(=O)N4CCc5ccccc5C4)sc3n2)cc1	-24%	-29%	-2%	-22%	-18%	-4%	-9%	-1.9	-1
Cc1ccc(/C=N/NC(=O)c2cc(-c3ccccc3)nc3ccccc23)o1	-4%	i	7%	-7%	-17%	3%	-3%	-0.4	-9
CC(C)(C)C(=O)N1CCN(CCN2C(=O)c3cccc4cccc(c34)C2=O)CC1	-17%	-5%	-1%	4%	9%	5%	-4%	0.4	1
O=C1NC[C@H](Cc2ccccc2)N(C[C@@H]2CCCN2C[C@H](Cc2ccc(O)cc2)N2C[C@H](Cc3ccc(O)cc3)N(CCc3ccccc3)C(=O)C2=O)C1=O	-13%	19%	-5%	6%	15%	-1%	5%	-0.5	-2
COc1ccc(NC(=O)CCn2c(=S)[nH]c3ccccc3c2=O)cc1OC	-17%	i	-11%	-4%	6%	3%	-5%	-1.1	2
CCCCN1C(=O)C(NC(C)=O)c2cc(Br)ccc21 (stereo not given)	3%	i	13%	2%	-21%	-1%	-4%	-0.4	-3
CSCCC(C(=O)Nc1ccc2c(c1)OCO2)N1C(=O)c2ccccc2C1=O (stereo not given)	-1%	-15%[57.5 µM]	-8%	14%	-2%	-11%	-12%	-1.2	-5
CCc1ccc(NC(=O)CCNS(=O)(=O)c2cccc3nonc23)cc1	-11%	-38%[inhibitor]	-5%	1%	-9%	0%	-7%	-0.4	0
C/C(=N\OC(=O)Nc1ccccc1)c1ccc(C)cc1	-4%	0%	1%	3%	-22%	12%	-3%	0.2	4
CCc1nnc(NC(=O)c2nc(S(=O)(=O)Cc3ccc(C)cc3)ncc2Cl)s1	-25%	-20%&-26%	-10%	?	?	-4%	24µM*	0.5	-17
CCOc1ncccc1C(=O)NCc1ccc(C)cc1	0%	-9%	4%	3%	62%[activator]	11%	-11%	-0.3	0
CCOCCOC(=O)Cn1cnc2scc(-c3ccc(C)cc3)c2c1=O	10%	-14%	4%	-1%	-18%	1%	2%	-0.1	1
C=CCOC(=O)Nc1nc(CCNC(=O)OCc2ccccc2)c(C(=O)OC)s1	6%	-2%	-16%	-11%	10%	nt	0%	-0.2	4
O=C(CSc1ccc(Cl)cc1)N1CCN(c2ncc(C(F)(F)F)cc2Cl)CC1	-22%	20%[57.5 µM]	21%	6%	-26%	0%	-2%	-0.7	nt
NNC(=O)c1ccc(COc2cccc3ccccc23)o1	-10%	-38%[inhibitor]	7%	-8%	?	-3%	-2%	1.7	-3
COc1cc(CC2COC(c3ccc(O)c(OC)c3)C2COC(C)=O)ccc1O (stereo not given)	-14%	17%	-8%	-6%	-16%	11%	-29%	0.9	-94*
CC(C)NC(=O)NC(=O)COC(=O)c1ccc(S(=O)(=O)NCc2ccco2)cc1	-12%	i	10%	-15%	6%	9%	-7%	0.8	1
Cc1ccccc1S(=O)(=O)NC(=O)C1(C)CCN1C(=O)CCc1cccs1 (stereo not given)	1%	-7%	-9%	1%	19%	-1%	-1%	2.0	3

PI5P4K alpha inh, entries above that show a hit
| smiles | EPAC1 antagonist | PTHR1 ag | EPAC1 agonist | GLP-1R inv ag | GLP1R ag | PLK1 PBD inh | IL2 activator | PI5P4K alpha inh |
| --- | --- | --- | --- | --- | --- | --- | --- | --- |
| COc1cc(CC2COC(c3ccc(O)c(OC)c3)C2COC(C)=O)ccc1O (stereo not given) | -14% | 17% | -8% | -16% | 11% | -29% | 0.9 | -94* |

From PubChem
